Bioassay records as filed in PubChem.
M5 PAM: potentiates acetylcholine response at human M5 receptor; P08912; CHO-K1 hM5, Fluo-8 calcium, ACh EC20 PAM; 0% = ACh EC20, 100% = ACh EC100; activation, % at 3 µM; 360,000 compounds, 0.3% hits; AID 624038;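 active = activation above the run cutoff, the mean activation of all test compounds plus 3 SD, cut at about 18% in these data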
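Assay system – human M5 receptor in CHO-K1 cells · Read-out – % activation, ACh-normalized · Technique – Fluo-8 calcium fluorescence · Dosing – single-point, 3 µM nominal · Incubation – Fluo-8 loading 80 min at 37 °C plus 30 min room temperature · Repeats – singlicate, one well per test compound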
CRFR2-BP antag: antagonists of CRF-binding protein/CRF-R2 receptor complex; HEK293 CRF-R2/CRF-BP, CRF-induced calcium fluorescence; inhibition, % at 11.8 µM; 350,000 compounds, 0.59% hits;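 active = inhibition of the ligand-induced calcium signal above about 50% at the single tested concentration, limit read from the data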
M4 ag: CHRM4 agonism in calcium assay; P08173; CHO-K1 hM4/Gqi5, Fluo-8 calcium fluorescence; vehicle 0%, full acetylcholine response 100%; activation, % at 3 µM; 360,000 compounds, 0.14% hits;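 active = activation above the run mean over all test wells plus 3 SD, cut at about 32% in these data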;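 also: peak over basal fluorescence ratio per well then scaled between controls; 0% = DMSO wells and 100% = acetylcholine at EC100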
M4 antag: blocks acetylcholine activation of human M4 receptor. 360,000 compounds, 0.73% hits. AID 624125. CHO-hM4 cells, ACh EC80, Fluo-8 calcium fluorescence. inhibition, % at 3 µM. P08173;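 active = inhibition above its plate's cutoff, the mean inhibition of sample wells plus 3 SD, cut at about 27% in these data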;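 also: 0% = acetylcholine EC80 with DMSO and 100% = DMSO without agonist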
IDE cell inh: inhibitors of human insulin-degrading enzyme in cells. 320,000 compounds, 0.41% hits. HEK cells, FAbetaB cleavage, fluorescence polarization. P14735. inhibition, % at 5.59 µM. AID 434962;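 active = percent inhibition above the average of all tested compounds plus 3 SD, set per screening campaign, cut at about 16% in these data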;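 also: IDE supplied by intact live HEK cells; FP after avidin binding of uncleaved biotin substrate so inhibition keeps polarization high; 0% = DMSO wells and 100% = 60 µM reference IDE inhibitor Ii1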
Target sequence (P14735 whole entry, looked up): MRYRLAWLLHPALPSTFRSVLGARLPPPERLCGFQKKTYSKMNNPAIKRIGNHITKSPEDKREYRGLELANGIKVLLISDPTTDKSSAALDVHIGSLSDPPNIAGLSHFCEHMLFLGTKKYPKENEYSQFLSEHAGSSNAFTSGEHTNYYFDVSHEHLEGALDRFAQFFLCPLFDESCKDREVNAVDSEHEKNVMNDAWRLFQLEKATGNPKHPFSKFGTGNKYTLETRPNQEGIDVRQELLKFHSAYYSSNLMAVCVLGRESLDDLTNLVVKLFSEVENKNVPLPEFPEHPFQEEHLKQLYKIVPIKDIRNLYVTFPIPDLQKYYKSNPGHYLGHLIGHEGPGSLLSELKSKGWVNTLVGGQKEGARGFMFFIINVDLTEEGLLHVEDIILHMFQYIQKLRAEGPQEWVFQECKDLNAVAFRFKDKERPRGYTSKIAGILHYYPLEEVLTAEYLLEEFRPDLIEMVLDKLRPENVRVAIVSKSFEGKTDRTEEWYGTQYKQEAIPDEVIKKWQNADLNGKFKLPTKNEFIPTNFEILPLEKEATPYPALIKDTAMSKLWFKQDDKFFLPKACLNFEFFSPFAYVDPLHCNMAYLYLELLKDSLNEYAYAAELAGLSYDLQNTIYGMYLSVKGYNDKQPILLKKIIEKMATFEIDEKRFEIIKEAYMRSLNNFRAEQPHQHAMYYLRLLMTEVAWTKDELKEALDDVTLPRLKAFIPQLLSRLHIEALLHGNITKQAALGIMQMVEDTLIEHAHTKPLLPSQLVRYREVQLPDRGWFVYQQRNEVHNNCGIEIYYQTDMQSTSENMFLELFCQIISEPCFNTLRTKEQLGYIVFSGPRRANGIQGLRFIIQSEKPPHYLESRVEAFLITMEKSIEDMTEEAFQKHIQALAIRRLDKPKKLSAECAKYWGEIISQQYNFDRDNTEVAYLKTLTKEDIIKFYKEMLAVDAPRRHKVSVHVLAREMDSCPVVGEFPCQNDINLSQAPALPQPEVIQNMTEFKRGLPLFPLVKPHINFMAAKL
CRFR2-BP ag: CRF-BP/CRF-R2 complex agonism; activation, % at 13.2 µM; HEK293 CRF-R2/CRF-BP, calcium dye fluorescence (FLIPR); percent of saturating CRF peptide response; AID 588473; 350,000 compounds, 0.46% hits;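 active = activation of at least 50%, plus an integration ratio under a set limit after plate pattern correction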;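 also: plate controls were neutral control wells without compound for no effect and CRF at EC100 for full effect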
M5 antag: CHRM5 antagonism in calcium assay | P08912 | CHO-hM5 cells, Fluo-8 calcium fluorescence, ACh EC80 | inhibition, % at 3 µM | 360,000 compounds, 0.59% hits | AID 624040;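 active = inhibition above a per-plate cutoff, the mean of that plate's test compounds plus 3 SD, cut at about 27% in these data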;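 also: 0% = acetylcholine EC80 with DMSO and 100% = DMSO without agonist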
CHRM4 PAM: CHRM4 positive allosteric modulation; P08173; CHO-K1 hM4/Gqi5, Fluo-8 calcium fluorescence, ACh EC20; 0% = ACh EC20, 100% = maximal ACh; activation, % at 3 µM; 360,000 compounds, 0.4% hits;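 active = activation above its plate's cutoff, the mean activation of sample wells plus 3 SD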; also: some results filed as inactive read as strong as hits
M5 ag: CHRM5 agonism in calcium assay | P08912 | CHO-K1 hM5 cells, Fluo-8 calcium fluorescence; 0% DMSO wells, 100% maximal acetylcholine response | activation, % at 3 µM | 360,000 compounds, 0.19% hits | AID 624037;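 active = activation above the run's mean over test compounds plus 3 SD, cut at about 23% in these data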;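 also: signal is peak over basal fluorescence ratio across the kinetic read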
The depositor's hits bear a star; · = not tested or not shown; & = joins results of further samples. An excerpt, so the mix of outcomes need not match the whole.

Short forms: A = M5 PAM; B = CRFR2-BP antag; C = M4 ag; D = M4 antag; E = IDE cell inh; F = CRFR2-BP ag; G = M5 antag; H = CHRM4 PAM; I = M5 ag
Nc1cc(-c2ccncc2)c[nH]c1=O
  A: 5	B: 8	C: 1	D: -4	E: 7	F: 3.7	G: -6	H: 1	I: 0
CN(C)C/C=C(/c1ccc(Br)cc1)c1cccnc1
  A: -2	B: 1	C: 1	D: -6	E: 0	F: 0.5	G: -1	H: -5	I: 0
CCCCCCCCO
  A: -2	B: 0	C: 2	D: -7	E: 3	F: -2.0	G: 4	H: -1	I: 2
COc1c(O)cc2c(c1O)C1OC(CO)C(O)C(O)C1OC2=O (stereo unspecified)
  A: -15	B: 9	C: 7	D: -36	E: 3	F: -1.3	G: -2	H: 7	I: 46*
Nc1ccc(C(=O)Nc2ccccc2N)cc1
  A: 5	B: -5	C: 0	D: -12	E: -2	F: -0.6	G: -4	H: 6	I: 1
O=C(O)COC(=O)Cc1ccccc1Nc1c(Cl)cccc1Cl
  A: 6	B: 1	C: -1	D: -3	E: 1	F: -1.7	G: -8	H: 1	I: 1
CC(=O)[C@H]1CC[C@H]2[C@@H]3C[C@H](C)C4=CC(=O)CC[C@]4(C)[C@H]3[C@@H](O)C[C@]12C
  A: 2	B: 3	C: 3	D: -2	E: 10	F: -1.2	G: -4	H: 4	I: 2
CCC[C@H](N[C@@H](C)C(=O)N1[C@H](C(=O)O)C[C@@H]2CCCC[C@@H]21)C(=O)OCC
  A: -2	B: 6	C: 1	D: -7	E: 10	F: 0.2	G: -1	H: -2	I: 2
CC1=NN(c2ccccc2)C(=O)C1
  A: 9	B: 7	C: 2	D: -7	E: -2	F: 0.6	G: -8	H: 7	I: 2
c1ccc2c(CC3=NCCN3)cccc2c1
  A: 0	B: -17	C: 2	D: 0	E: 0	F: 1.1	G: 5	H: 4	I: -2
COc1ccccc1OCC(O)COC(N)=O (stereo unspecified)
  A: -3	B: -12	C: 1	D: -21	E: -2	F: 1.2	G: -6	H: 9	I: 0
NS(=O)(=O)c1cc2c(cc1C(F)(F)F)NC(Cc1ccccc1)NS2(=O)=O (stereo unspecified)
  A: 0	B: -25	C: 1	D: -17	E: -7	F: 2.3	G: -4	H: -2	I: 0
CC(C)Cc1ccc([C@H](C)C(=O)O)cc1
  A: 5	B: -3	C: 0	D: -1	E: 1	F: 0.2	G: -5	H: -6	I: 0
CC(C)Cn1cnc2c1c(=O)n(C)c(=O)n2C
  A: 2	B: -10	C: 1	D: -6	E: 1	F: 3.5	G: -3	H: -1	I: 1
CC(=O)O[C@]1(C(C)=O)CC[C@H]2[C@@H]3C=C(Cl)C4=CC(=O)[C@@H]5C[C@@H]5[C@]4(C)[C@H]3CC[C@@]21C
  A: 3&-2	B: 2&5	C: 4&2	D: -25&2	E: -2&7	F: -3.0&-1.3	G: -7&9	H: -5&-3	I: 1&-1
C[C@H](CCC(=O)O)[C@H]1CC[C@H]2[C@@H]3[C@@H](O)C[C@@H]4C[C@H](O)CC[C@]4(C)[C@H]3CC[C@]12C
  A: -3	B: -31	C: 8	D: -11	E: 0	F: 1.7	G: 2	H: 1	I: 2
CCCOc1ccccc1-c1nc2n[nH]nc2c(=O)[nH]1
  A: -4	B: -16	C: 1	D: 1	E: 3	F: -0.9	G: 5	H: -4	I: 3
CCCn1ncc(CN2CCCC(C(=O)c3cccc(OC(C)C)c3)C2)c1C (stereo unspecified)
  A: -25	B: 0	C: 1	D: 66*	E: 7	F: -0.6	G: 15	H: -51	I: -19
CC(C)=CC(=O)O[C@@H]1Cc2cc3ccc(=O)oc3cc2OC1(C)C
  A: -7	B: 8	C: 2	D: 5	E: -2	F: 0.0	G: 15	H: -5	I: -1
Cc1coc2c1C(=O)C(=O)c1c-2ccc2c1CCCC2(C)C
  A: -1	B: 12	C: 0	D: -11	E: 6	F: 0.2	G: 9	H: 7	I: 3
Cc1nc2c3ccccc3nc(NNC(=O)CCC(=O)N3CCN(c4ccccc4)CC3)n2n1
  A: -5	B: 6	C: 1	D: 6	E: 4	F: -2.0	G: 18	H: 2	I: -6
COc1cncc(C#Cc2ccccn2)c1
  A: 8	B: ·	C: 0	D: -11	E: ·	F: ·	G: -2	H: 19	I: 3
CC(C)Cc1ccc(C(C)C(=O)O)cc1 (stereo unspecified)
  A: -1	B: 1	C: 2	D: -3	E: 3	F: -1.9	G: 1	H: -4	I: 1
COc1ccc(CN(CCN(C)C)c2ccccn2)cc1
  A: 0&-10&-11	B: -44&-26&-51	C: 1&3&2	D: 6&9&-2	E: 3&4	F: -2.3&5.5&1.9	G: 4&7&1	H: -3&-9&-8	I: -1&-1&-1
C/C=C/C=N\NC(=O)c1ccncc1
  A: 2	B: -23	C: 1	D: 5	E: 6	F: 0.0	G: -7	H: 1	I: 1
CC(=O)N1C[C@H](O)C[C@H]1C(=O)O
  A: 1	B: 2	C: 1	D: -5	E: 1	F: 1.3	G: 0	H: 0	I: 1
O=C1N(c2ccccc2)c2ccccc2C1(Cc1ccncc1)Cc1ccncc1
  A: -3	B: -21	C: 0	D: 7	E: -9	F: -0.4	G: 1	H: -6	I: 0
CCOC(=O)C1(CCOc2ccccc2)CCN(Cc2ccc(O)c(Cl)c2)CC1
  A: -34	B: -6	C: 10	D: -1	E: ·	F: 0.9	G: 15	H: -8	I: -22
CN(C)CCCN1c2ccccc2Sc2ccccc21
  A: -20	B: -34	C: 7	D: 51*	E: 1	F: -2.0	G: 90*	H: -17	I: 1
C=C1c2cccc(O)c2C(=O)C2C(=O)[C@]3(O)C(=O)C(C(N)=O)C(=O)[C@@H](N(C)C)[C@@H]3[C@@H](O)[C@H]12 (stereo partly specified)
  A: -3	B: 10	C: 1	D: -7	E: 2	F: 0.7	G: -1	H: -3	I: 1

Full records from above:
Entry for COc1ccc(CN(CCN(C)C)c2ccccn2)cc1 : M5 PAM: 0&-10&-11; CRFR2-BP antag: -44&-26&-51; M4 ag: 1&3&2; M4 antag: 6&9&-2; IDE cell inh: 3&4; CRFR2-BP ag: -2.3&5.5&1.9; M5 antag: 4&7&1; CHRM4 PAM: -3&-9&-8; M5 ag: -1&-1&-1
Entry for CCOC(=O)C1(CCOc2ccccc2)CCN(Cc2ccc(O)c(Cl)c2)CC1 : M5 PAM: -34; CRFR2-BP antag: -6; M4 ag: 10; M4 antag: -1; IDE cell inh: ·; CRFR2-BP ag: 0.9; M5 antag: 15; CHRM4 PAM: -8; M5 ag: -22

(continued)
Short forms: A = M5 PAM; B = CRFR2-BP antag; C = M4 ag; D = M4 antag; E = IDE cell inh; F = CRFR2-BP ag; G = M5 antag; H = CHRM4 PAM; I = M5 ag
O=C(Cn1ccnc1[N+](=O)[O-])NCCO
  A: 6	B: ·	C: 2	D: 24	E: ·	F: ·	G: -9	H: -1	I: 0
O=c1cc[nH]c(=O)[nH]1
  A: 0	B: -28	C: 1	D: -6	E: 1	F: -1.0	G: -2	H: 3	I: 0
CC1(C)O[C@H]2CC(=O)OCC23[C@H]2CC[C@@]4(C)[C@H](c5ccoc5)OC(=O)[C@H]5O[C@]54[C@]2(C)C(=O)C[C@@H]13 (stereo partly specified)
  A: -1	B: -3	C: 0	D: -15	E: 6	F: 1.6	G: 1	H: 4	I: 1
CC1(C)OC2CC3C4CC(F)C5=CC(=O)C=CC5(C)C4(F)C(O)CC3(C)C2(C(=O)CO)O1 (stereo unspecified)
  A: 1	B: 1	C: 3	D: -19	E: 4	F: 0.2	G: 3	H: 9	I: -1
N=C(N=C(N)N)N1CCOCC1
  A: -2	B: -19	C: 1	D: -3	E: 5	F: -0.1	G: 4	H: -4	I: 0
O=C1NCC2(CCN(CCc3ccccc3)CC2)O1
  A: 1	B: 10	C: 1	D: -10	E: 3	F: -0.3	G: -8	H: -5	I: -1
CN1CCC(=C2c3ccccc3CCc3sccc32)CC1
  A: -18	B: -24	C: 5	D: 99*	E: 2&-2	F: 1.8	G: 99*	H: -17	I: 0
C[C@H]1c2cccc(O)c2C(=O)C2C(=O)C3(O)C(=O)C(C(N)=O)C(=O)[C@@H](N(C)C)[C@@H]3[C@@H](O)[C@@H]21 (stereo partly specified)
  A: 3	B: 8	C: 1	D: -16	E: 5	F: -0.8	G: -9	H: -1	I: 1
C[C@]12CC[C@H]3[C@@H](CCC4=CC(=O)CC[C@@]43C)[C@@H]1CC[C@@H]2C(=O)CO
  A: -1	B: 18	C: 2	D: -6	E: 3	F: -0.5	G: -5	H: -1	I: 2
CC(=O)NCCCCCC(=O)O
  A: 0	B: ·	C: 1	D: 0	E: ·	F: ·	G: -3	H: -3	I: 1
CCOc1ccc(S(=O)(=O)N2CCCCCC2)c2ccccc12
  A: -1	B: -17	C: 0	D: -2	E: 3	F: 5.4	G: 3	H: -3	I: -2
COc1nc(C)nc(Cl)c1NC1=NCCN1
  A: 2&-3	B: -8&-3	C: 1&1	D: -5&-15	E: 4&2	F: -0.1&-0.4	G: -1&-10	H: -2&9	I: 0&0
O=C(O)[C@@H]1[C@H]2C[C@H]3c4[nH]c5ccccc5c4CCN3C[C@@H]2CC[C@@H]1O
  A: 1	B: 7	C: 0	D: -12	E: 4	F: 19	G: 0	H: 1	I: 0
Cc1cc(C)nc(/N=C(\N)Nc2ccc(S(N)(=O)=O)cc2)n1
  A: 1	B: -10	C: 1	D: 1	E: 6	F: 0.8	G: -3	H: -7	I: -1
Cc1nnc(NS(=O)(=O)c2ccc(N)cc2)s1
  A: -2	B: -8	C: 0	D: -2	E: -3	F: 0.2	G: -5	H: -3	I: 1

Part of the list above, reformatted:
Screens in order: M5 PAM, CRFR2-BP antag, M4 ag, M4 antag, IDE cell inh, CRFR2-BP ag, M5 antag, CHRM4 PAM, M5 ag
O=C(Cn1ccnc1[N+](=O)[O-])NCCO
    6, ·, 2, 24, ·, ·, -9, -1, 0
O=c1cc[nH]c(=O)[nH]1
    0, -28, 1, -6, 1, -1.0, -2, 3, 0
CC1(C)O[C@H]2CC(=O)OCC23[C@H]2CC[C@@]4(C)[C@H](c5ccoc5)OC(=O)[C@H]5O[C@]54[C@]2(C)C(=O)C[C@@H]13 (stereo partly specified)
    -1, -3, 0, -15, 6, 1.6, 1, 4, 1
CC1(C)OC2CC3C4CC(F)C5=CC(=O)C=CC5(C)C4(F)C(O)CC3(C)C2(C(=O)CO)O1 (stereo unspecified)
    1, 1, 3, -19, 4, 0.2, 3, 9, -1
N=C(N=C(N)N)N1CCOCC1
    -2, -19, 1, -3, 5, -0.1, 4, -4, 0
O=C1NCC2(CCN(CCc3ccccc3)CC2)O1
    1, 10, 1, -10, 3, -0.3, -8, -5, -1
CN1CCC(=C2c3ccccc3CCc3sccc32)CC1
    -18, -24, 5, 99*, 2&-2, 1.8, 99*, -17, 0
C[C@H]1c2cccc(O)c2C(=O)C2C(=O)C3(O)C(=O)C(C(N)=O)C(=O)[C@@H](N(C)C)[C@@H]3[C@@H](O)[C@@H]21 (stereo partly specified)
    3, 8, 1, -16, 5, -0.8, -9, -1, 1
C[C@]12CC[C@H]3[C@@H](CCC4=CC(=O)CC[C@@]43C)[C@@H]1CC[C@@H]2C(=O)CO
    -1, 18, 2, -6, 3, -0.5, -5, -1, 2
CC(=O)NCCCCCC(=O)O
    0, ·, 1, 0, ·, ·, -3, -3, 1
CCOc1ccc(S(=O)(=O)N2CCCCCC2)c2ccccc12
    -1, -17, 0, -2, 3, 5.4, 3, -3, -2
COc1nc(C)nc(Cl)c1NC1=NCCN1
    2&-3, -8&-3, 1&1, -5&-15, 4&2, -0.1&-0.4, -1&-10, -2&9, 0&0
